mcGAS lum – blocks mouse cGAS activity; Q8C6L5; recombinant cGAS, Kinase-Glo ATP depletion luminescence; inhibition, % at 12.5 µM; actives 0.15% (n = 160,000);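 further: 0% = negative control wells and 100% = reference inhibitor with no enzyme activity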
hcGAS lum – inhibitors of human cGAS. Q8N884. recombinant h-cGAS, ATP depletion, Kinase-Glo luminescence. inhibition, % at 12.5 µM. actives 0.081% (n = 290,000);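 further: 0% = vehicle reaction and 100% = reaction without DNA for no activity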
Target sequence (Q8N884 whole entry, looked up): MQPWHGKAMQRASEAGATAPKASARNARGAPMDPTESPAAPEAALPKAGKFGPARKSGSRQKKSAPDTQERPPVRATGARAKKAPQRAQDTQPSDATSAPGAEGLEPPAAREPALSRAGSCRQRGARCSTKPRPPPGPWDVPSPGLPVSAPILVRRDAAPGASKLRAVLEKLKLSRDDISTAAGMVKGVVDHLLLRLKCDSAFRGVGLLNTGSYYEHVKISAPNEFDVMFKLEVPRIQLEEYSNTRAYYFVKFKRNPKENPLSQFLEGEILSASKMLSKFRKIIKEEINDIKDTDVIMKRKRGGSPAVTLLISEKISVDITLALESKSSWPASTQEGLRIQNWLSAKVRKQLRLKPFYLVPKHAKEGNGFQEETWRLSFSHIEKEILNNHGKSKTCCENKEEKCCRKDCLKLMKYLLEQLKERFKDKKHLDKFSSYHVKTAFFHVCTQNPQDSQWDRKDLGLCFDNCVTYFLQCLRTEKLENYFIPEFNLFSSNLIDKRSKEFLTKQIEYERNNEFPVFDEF
NPYLR7 agonist – mosquito NPYLR7 agonism; HEK293T NPYLR7/Galpha15, GCaMP6s calcium fluorescence; activation, % at 10 µM; actives 0.15% (n = 270,000); in the data active means activation above about 40%;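 further: 0% = vehicle and 100% = reference agonist at the receptor; some compounds past the cut are filed as inactive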
An asterisk follows results filed as active; . = not tested or not shown; & = joins results of further samples. Unless noted, no stated cut-off is given here; in the data, active means inhibition above about 40%; inactive means the rest.

SMILES | mcGAS lum | hcGAS lum | NPYLR7 agonist
COc1ccc(OC)c(CN(Cc2nc(C(=O)O)co2)C(C)C(C)C)c1 (stereo not given) | -4 | -1 | 10
O=C(O)/C=C/c1ccccc1OCC1CCCCC1 | -2 | 0 | 2
COc1ccc(C)cc1S(=O)(=O)NCCNc1cc(-n2cccn2)ncn1 | -8 | -5 | -11
COc1cccc(C(=O)N2CCN(C(C(=O)NCc3ccc(F)cc3)C3CCCC3)CC2)c1 (stereo not given) | -5 | 0 | 5
Cn1nnc2c(N3CCN(c4ccccc4)CC3)ncnc21 | . | -9 | 11
O=C(NC(c1ccccc1)c1ccsc1)C1CCN(Cc2ccccc2)CC1 (stereo not given) | -2 | -5 | 10
COC(=O)CSc1nnnn1-c1cc(C)ccc1OC | . | -5 | 6
CN(CC(=O)NC(N)=O)CC1CCCCC1 | . | -12 | -2
COc1cc(OC)c(CN2CCCn3cccc3C2c2cccc([N+](=O)[O-])c2)c(OC)c1 (stereo not given) | -4 | -4 | -1
Clc1cc(Br)ccc1OCCCCNCCN1CCOCC1 | . | -7 | 14
C=CCn1c(N)cc(=O)nc1SCC(=O)NC(CSCc1ccccc1)C(=O)OC (stereo not given) | . | -3 | 3
CCOC(=O)c1cc(-c2ccc(N3CCN(C(=O)c4ccc(F)c(F)c4F)CC3)cc2)n(-c2ccc(F)cc2)n1 | 1 | 2 | 0
COCCN(Cc1c(-c2ccccc2)noc1N1CCOCC1)CC(O)COCc1ccco1 (stereo not given) | -4 | -5 | -3
Cc1ccc(F)cc1N1C(=O)C2CC=CCC2C1=O (stereo not given) | -6 | -3 | -13
COCCCN(CC(=O)N1CCc2sccc2C1COc1cccc(F)c1)C(=O)CC(C)C (stereo not given) | -8 | -8 | -3
CCOC(=O)c1csc(NC(=O)c2cccc(OC)c2)n1 | -3 | -1 | -11
CCn1c(C2CCN(C(=O)c3ccc(-c4ncc[nH]4)s3)CC2)n[nH]c1=O | . | 3 | 5
Cc1ccc(Oc2ncccc2CNC(=O)CCc2nc3ccccc3[nH]2)cn1 | -11 | -7 | .
CN(C(=O)Nc1ccc(F)c(C(N)=O)c1)C1CCc2ccccc2C1 (stereo not given) | . | -1 | -7
CC1CCc2nc(NS(=O)(=O)c3cccnc3)sc2C1 (stereo not given) | . | 5 | -5
Cc1nc(Cl)sc1C(=O)N1CCN(C(C#N)C(C)C)CC1 (stereo not given) | . | 3 | 0
O=C(c1cccs1)N1N=C(c2ccc3ccccc3c2)CC1c1ccccc1 (stereo not given) | -4 | -4 | -8
CC(C)(C)c1nnc(NC(=O)c2cc(C(F)(F)F)cc(C(F)(F)F)c2)s1 | -16 | -8 | 10
Cc1cccc(-n2[nH]c(-c3ccccc3)cc2=O)c1C | -7 | -4 | 4
CC(C)NC(=O)NC(=O)CSc1nnc(C2CC2)n1C1CC1 | -6 | -4 | 10

Next structures follow:
SMILES | mcGAS lum | hcGAS lum | NPYLR7 agonist
Cc1c(Cl)cccc1N1CN(C(=O)CN(Cc2ccccc2)C(=O)c2cccc(Br)c2)CC1=O | -3 | 0 | 19
CC(=O)c1cc(Cl)cc(-c2ccc(C(C)N3CCOCC3)cc2)c1O (stereo not given) | . | -9 | -3
Cc1cccc(-c2nnc(NC(=O)C3CCCN3)s2)c1 (stereo not given) | -4 | -3 | -5
c1ccc(OCCn2c(C3CCCO3)nc3ccccc32)cc1 (stereo not given) | . | -4 | 4
Cc1ccc(Cn2c(-c3nnc(C)o3)cc3ccccc32)cc1 | -10 | -1 | -9
Cc1cccc(C)c1N1C(=O)c2ncccc2C1CC(=O)NCc1ccc(C(=O)O)cc1 (stereo not given) | -6 | 3 | 2
Fc1ccc(-c2ccc(SCCN3CCCCC3)nn2)cc1 | . | 0 | 1
Cc1ccc(C2CSCCN2C(=O)Nc2ccccc2)cc1 (stereo not given) | . | -16 | 9
COC(=O)Cn1c(=NC(=O)c2ccnn2C)sc2cc(Cl)ccc21 | -5 | -1 | .
CC(C)c1ccc(Oc2cnn(C)c(=O)c2Nc2ccc(C(=O)N3CCN(C)CC3)cc2)cc1 | -3 | -1 | 9
COCc1nc(N2CCN(C(=O)COc3ccccc3)CC2)c2c3c(sc2n1)CCCC3 | 1 | 3 | -7
Cc1ccc(N(CCCN2C(=O)c3cccc4cccc(c34)C2=O)C(=O)c2ccc([N+](=O)[O-])cc2)c(C)c1 | 4 | 3 | -16
CC(NC(=O)NCCN(C)C(=O)OC(C)(C)C)c1cccnc1 (stereo not given) | . | -14 | 1
OCCC1CN(Cc2ccc3nsnc3c2)CCN1Cc1ccsc1 (stereo not given) | -11 | -6 | 19
CC(C)(C)Nc1c(-c2cccc(O)c2)nc2ccccn12 | -10 | -5 | 8
O=C(Nc1ccc2c(c1)CN(C(=O)c1cc3ccccc3[nH]1)CC2)c1ccncc1 | -4 | -1 | 12
Cc1nnc(-c2ccccc2/C=C/c2ccccc2)o1 | . | 2 | -2
COc1cccc(C(=O)Nc2ccc(-c3nc4ccccc4o3)c(O)c2)c1 | -6 | -3 | -7
CC(C)(O)C#Cc1ccc([C@@H]2C[C@H]3CN(Cc4cccc(Cl)c4)C(=O)[C@]34CCCN24)cc1 | . | 1 | 6
Fc1ccc(C2CNCC(c3ccccc3)O2)cc1 (stereo not given) | . | -13&-5 | 10&7
O=C(COc1ccc2c(c1)OCO2)Nc1cccc(C(F)(F)F)c1 | . | -9 | 5
COC(=O)[C@@H]1C[C@@H](NC(=O)CCn2nnc3ccccc32)CN1C | . | 20 | -4
COC(=O)c1cc(S(=O)(=O)Nc2cccc(Cl)c2)ccc1O | -5 | -5 | 9
CC(C)(C)C(=O)Nc1c2c(nn1C(C)(C)C)CSC2 | . | -1 | 6
Cc1occc1C(=O)Nc1ccc(C(=O)N(Cc2ccncc2)C2CC2)cc1 | . | -5 | -7

The list goes on:
SMILES | mcGAS lum | hcGAS lum | NPYLR7 agonist
CN(C)c1cc(C(=O)O)cc(Cl)n1 | -8 | -4 | 1
O=C(c1cccs1)N1N=C(c2ccccc2O)CC1c1ccco1 (stereo not given) | 0 | 3 | -2
Cc1[nH]c(C)c(S(=O)(=O)N2CCN(C3CCCCC3)CC2)c1C(=O)N1CCCCC1 | -3 | -6 | .
Cc1nc(N)sc1N=Nc1cc(C(F)(F)F)ccc1Cl | -7 | -5 | 3
CC(=O)Nc1cc(C(=O)NCC2CCCN(C(C)C)C2)cc2ncn(CCc3ccccn3)c12 (stereo not given) | -9 | -4 | 19
COc1ccc(C(C)=O)cc1CN1CCCc2cc(F)cc(F)c21 | . | -4 | 8
COc1cc(Cl)c(C(=O)N2CCOC(COc3ccc(F)cc3)C2)cc1OC (stereo not given) | -10 | -8 | 22
CCc1nc2n(n1)C(=O)C(C(c1ccco1)N1CCc3ccccc3C1)S2 (stereo not given) | 0 | 1 | -5
Cn1ncc(Cl)c(Oc2ccccc2)c1=O | -6 | -4 | 3
CCC1CCC(C(=O)NCC(=O)N2CCN3CCN(C)CC3C2)CC1 (stereo not given) | -5 | -7 | .
CN(CC(=O)O)C1=NS(=O)(=O)c2ccccc21 | . | -7 | 7
CC1CN(c2ccc(CNC(=O)C3(C#N)CCCC3)cc2F)CC(C)O1 (stereo not given) | . | -1 | -1
COc1ccc(-n2c(Cc3ccccc3)nnc2SCCCC(=O)N2CCN(C(=O)c3ccccc3Br)C(C)C2)cc1 (stereo not given) | -3 | -3 | 5
CCc1nc(CN(C)CCC(=O)NC2CCCCCC2)no1 | -17 | -2 | -4
COc1ccc(C(CC(=O)NCc2ccncc2)c2c[nH]c3ccccc23)c(OC)c1 (stereo not given) | -5 | -6 | .
CCOc1ccc(CN(Cc2nc(C(=O)N3CCOCC3)co2)C(C)c2ccccc2)cc1 (stereo not given) | -3 | -3 | 17
CC1(C(=O)NS(=O)(=O)c2ccc(C#N)cc2)CCN1C(=O)C1(c2ccccc2)CCCC1 (stereo not given) | . | -10 | 2
Cc1ccccc1CN(Cc1cccnc1)C(=O)c1ccn(C)c(=O)c1 | . | -2 | 8
Cc1ccc(C(=O)N(Cc2csc(COc3cc(Cl)ccc3Cl)n2)C(C)C)cc1 | 0 | 1 | -4
O=C(CNC(=O)c1ccccc1Br)N=Nc1c(O)[nH]c2ccccc12 | -7 | -4 | -3
CCOC(=O)CNC(=O)CSc1ccc2nnc(-c3cccnc3)n2n1 | 0 | 4 | 2
COc1ccc(CCN(C)C(=O)CCc2nnc(-c3ccccc3)o2)cc1OC | -3 | -5 | 2
COc1ccc2cc(C3CN(CC(=O)NC4CC4)CCO3)ccc2c1 (stereo not given) | -13 | -3 | 4
O=C1c2ccccc2C(=O)N1CCNCCN1C(=O)c2ccccc2C1=O | . | 5 | 0
CC(C)(C)c1nc2cc(NC3CCCCNC3=O)ccc2o1 (stereo not given) | . | -3&-7 | -4&6

26 entries from above in a different format.
canonical_smiles	mcGAS lum	hcGAS lum	NPYLR7 agonist
CC(C)(C)C(=O)Nc1c2c(nn1C(C)(C)C)CSC2	.	-1	6
Cc1occc1C(=O)Nc1ccc(C(=O)N(Cc2ccncc2)C2CC2)cc1	.	-5	-7
CN(C)c1cc(C(=O)O)cc(Cl)n1	-8	-4	1
O=C(c1cccs1)N1N=C(c2ccccc2O)CC1c1ccco1 (stereo not given)	0	3	-2
Cc1[nH]c(C)c(S(=O)(=O)N2CCN(C3CCCCC3)CC2)c1C(=O)N1CCCCC1	-3	-6	.
Cc1nc(N)sc1N=Nc1cc(C(F)(F)F)ccc1Cl	-7	-5	3
CC(=O)Nc1cc(C(=O)NCC2CCCN(C(C)C)C2)cc2ncn(CCc3ccccn3)c12 (stereo not given)	-9	-4	19
COc1ccc(C(C)=O)cc1CN1CCCc2cc(F)cc(F)c21	.	-4	8
COc1cc(Cl)c(C(=O)N2CCOC(COc3ccc(F)cc3)C2)cc1OC (stereo not given)	-10	-8	22
CCc1nc2n(n1)C(=O)C(C(c1ccco1)N1CCc3ccccc3C1)S2 (stereo not given)	0	1	-5
Cn1ncc(Cl)c(Oc2ccccc2)c1=O	-6	-4	3
CCC1CCC(C(=O)NCC(=O)N2CCN3CCN(C)CC3C2)CC1 (stereo not given)	-5	-7	.
CN(CC(=O)O)C1=NS(=O)(=O)c2ccccc21	.	-7	7
CC1CN(c2ccc(CNC(=O)C3(C#N)CCCC3)cc2F)CC(C)O1 (stereo not given)	.	-1	-1
COc1ccc(-n2c(Cc3ccccc3)nnc2SCCCC(=O)N2CCN(C(=O)c3ccccc3Br)C(C)C2)cc1 (stereo not given)	-3	-3	5
CCc1nc(CN(C)CCC(=O)NC2CCCCCC2)no1	-17	-2	-4
COc1ccc(C(CC(=O)NCc2ccncc2)c2c[nH]c3ccccc23)c(OC)c1 (stereo not given)	-5	-6	.
CCOc1ccc(CN(Cc2nc(C(=O)N3CCOCC3)co2)C(C)c2ccccc2)cc1 (stereo not given)	-3	-3	17
CC1(C(=O)NS(=O)(=O)c2ccc(C#N)cc2)CCN1C(=O)C1(c2ccccc2)CCCC1 (stereo not given)	.	-10	2
Cc1ccccc1CN(Cc1cccnc1)C(=O)c1ccn(C)c(=O)c1	.	-2	8
Cc1ccc(C(=O)N(Cc2csc(COc3cc(Cl)ccc3Cl)n2)C(C)C)cc1	0	1	-4
O=C(CNC(=O)c1ccccc1Br)N=Nc1c(O)[nH]c2ccccc12	-7	-4	-3
CCOC(=O)CNC(=O)CSc1ccc2nnc(-c3cccnc3)n2n1	0	4	2
COc1ccc(CCN(C)C(=O)CCc2nnc(-c3ccccc3)o2)cc1OC	-3	-5	2
COc1ccc2cc(C3CN(CC(=O)NC4CC4)CCO3)ccc2c1 (stereo not given)	-13	-3	4
O=C1c2ccccc2C(=O)N1CCNCCN1C(=O)c2ccccc2C1=O	.	5	0

Exported with each value named: part of the list above
COc1ccc(CCN(C)C(=O)CCc2nnc(-c3ccccc3)o2)cc1OC
  mcGAS lum: -3; hcGAS lum: -5; NPYLR7 agonist: 2

COc1ccc2cc(C3CN(CC(=O)NC4CC4)CCO3)ccc2c1 (stereo not given)
  mcGAS lum: -13; hcGAS lum: -3; NPYLR7 agonist: 4

O=C1c2ccccc2C(=O)N1CCNCCN1C(=O)c2ccccc2C1=O
  mcGAS lum: .; hcGAS lum: 5; NPYLR7 agonist: 0

More results
SMILES | mcGAS lum | hcGAS lum | NPYLR7 agonist
C=CCCC(O)CN(C)CC1CC(c2ccc(F)cc2)=NO1 (stereo not given) | -4 | -1 | 0
Cc1cc(C(=O)N2CCOc3ccc(CN4CCC(OCc5ccccc5)CC4)cc3C2)c(C)o1 | -8 | -2 | 5
CCOC(=O)C1(C)CCN1C(=O)c1csnn1 (stereo not given) | . | -13 | -1
O=C(C1CCCO1)N1CCC(NCCN2CCc3ccccc32)CC1 (stereo not given) | . | -10 | 14
Cc1ccccc1-c1nnc(SCc2coc(-c3cccs3)n2)n1C | -3 | -2 | -3
CC(=O)N1CCCCCC1C1CCN(CCS(=O)(=O)c2ccccc2)CC1 (stereo not given) | 3 | -2 | 4
O=S1(=O)CCC(CNC2CCC3(CCNCC3)CC2)C1 (stereo not given) | . | 2 | -3
COc1ccccc1C1CNC(=O)c2nc(CCCN3CCCC3)[nH]c2C1 (stereo not given) | -7 | 0 | -8
Cc1ccccc1C(=O)N[C@@H]1CCCCC1NC(=O)C1CCCN(C(=O)c2ccc3c(c2)OCO3)C1 (stereo not given in full) | -7 | -9 | 0

Screens deposited in PubChem by Fisher Drug Discovery Resource Center.
